OPRM1-OPRD1 inv – inverse agonists of human mu-delta opioid receptor heterodimerization; P35372+P41143; cell-based MOR-DOR heterodimer luminescence, inverse agonism; inhibition, % at 9.3 µM; 0.21% of 340,000 active; AID 504357; in the data active = inhibition above about 22%, passing the limit was not always enough;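 also: 0% = cells with DMSO and 100% = wells without cells with DMSO; values of inactives mirror those of a sister screen read the other way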
PKA-R2B activ – activates the human PKA-R2B holoenzyme complex; P22694+P31323; PKA-R2B holoenzyme dissociation, Cy5-IP20 fluorescence polarization; R2B truncated from residue 108, S112A mutant; 0% DMSO only, 100% 113 µM cGMP; activation, % at 11.4 µM; 0.079% of 340,000 active;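 active = activation above a cutoff set at the mean over all compounds plus 3 SD, cut at about 18% in these data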;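 also: higher means more holoenzyme dissociation and a rise in polarization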
Target sequence (P31323 whole entry, looked up, other chains not shown, the tested form may be a part): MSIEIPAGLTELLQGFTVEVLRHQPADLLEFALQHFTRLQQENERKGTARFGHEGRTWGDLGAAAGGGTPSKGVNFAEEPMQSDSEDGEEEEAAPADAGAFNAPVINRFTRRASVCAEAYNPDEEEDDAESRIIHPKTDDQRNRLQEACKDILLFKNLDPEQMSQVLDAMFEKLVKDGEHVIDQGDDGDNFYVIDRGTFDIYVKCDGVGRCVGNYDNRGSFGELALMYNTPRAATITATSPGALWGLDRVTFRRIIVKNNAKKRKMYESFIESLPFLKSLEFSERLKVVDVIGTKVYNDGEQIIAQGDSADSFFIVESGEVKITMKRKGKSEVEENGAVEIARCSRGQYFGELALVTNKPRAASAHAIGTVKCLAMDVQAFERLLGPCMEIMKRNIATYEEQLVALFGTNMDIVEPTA
PKA-R1A act – PKA-R1A complex activation; P00514+P68181; PKA-R1A dissociation, Cy5-IP20 fluorescence polarization; scaled: DMSO 0%, 113 µM cGMP 100%; activation, % at 11.4 µM; 0.083% of 340,000 active; AID 504707;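 active = percent activation above the mean of all tested compounds plus 3 SD, cut at about 19% in these data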;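 also: higher means more PKAc released from R1A so a rise in polarization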
PfHsp90 set2 – reduces growth (ATP signal) of yeast expressing P. falciparum Hsp90; S. cerevisiae expressing PfHsp90, BacTiter-Glo ATP, 48 h; yeast lacking PDR1 and PDR3 efflux regulators; inhibition, % at 9.4 µM; 0.32% of 310,000 active; AID 504621;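 active = every replicate shows inhibition above about 80%, whatever the replicate mean, limit read from the data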;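 also: 0% = DMSO neutral controls and 100% = 20 µM radicicol positive controls; yeast relying on Plasmodium falciparum Hsp90 in place of its own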
Tat export inh – blocks Tat-dependent protein export in E. coli; AID 488895; 0.036% of 340,000 active; inhibition, % at 10 µM; E. coli MC4100 TorA-mCherry Tat export, fluorescence;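 active = mean replicate inhibition at least 50% and at least half of replicates individually reaching 50%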;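 also: exported cargo escapes ClpAP degradation while cytoplasmic cargo is degraded and loses fluorescence; 0% = median of neutral control wells and 100% = median of NaSCN control wells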
AddAB inh – less growth of phage-infected E. coli with AddAB. E. coli expressing H. pylori AddAB, absorbance growth. inhibition, % at 11.9 µM. 0.29% of 330,000 active. AID 435030; in the data active = inhibition above about 12%;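 also: 0% = vehicle wells of infected cells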
SUMO Mot1 rescue – inhibitors of SUMOylation pathway: yeast Mot1-301 growth rescue. growth rescue, % at 18.8 µM. S. cerevisiae Mot1-301 growth rescue, ATP luminescence, 38.5C; percent above DMSO median, 100 means doubled. 1% of 320,000 active. AID 2716;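 active = every valid replicate shows activation above 250% relative to neutral control wells; inactive = the rest, any valid replicate at or below 250%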;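 also: OY570 slx delta 5 strain wells were the positive control but not used for scaling; some compounds called inactive have numbers as strong as hits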
HTR5A inv ag – counter-screen for OPRM1-OPRD1 inverse agonists: human HTR5A inverse agonism; AID 504634; 0.083% of 340,000 active; inhibition, % at 9.3 µM; HTR5A cell line, luminescence; in the data active = inhibition mostly above about 23%, no sharp cut-off; inactive = mostly below about 18%;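 also: 0% = cells with DMSO and 100% = no-cell wells with DMSO; some compounds called inactive have numbers as strong as hits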
Target sequence (P47898 whole entry, looked up): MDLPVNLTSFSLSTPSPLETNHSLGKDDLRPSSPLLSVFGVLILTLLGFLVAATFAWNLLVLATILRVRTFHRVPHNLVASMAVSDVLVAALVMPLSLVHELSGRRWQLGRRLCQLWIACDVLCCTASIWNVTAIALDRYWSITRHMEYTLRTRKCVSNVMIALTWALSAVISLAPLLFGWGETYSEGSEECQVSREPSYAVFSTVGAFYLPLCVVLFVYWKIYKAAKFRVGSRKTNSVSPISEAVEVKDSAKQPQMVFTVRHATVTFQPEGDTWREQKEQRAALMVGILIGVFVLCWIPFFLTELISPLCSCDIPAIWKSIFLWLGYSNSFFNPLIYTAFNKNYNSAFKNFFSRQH
Ecoli viability – bacterial growth inhibition, counter-screen for AddAB inhibitors; AID 449728; 0.27% of 330,000 active; E. coli V3065 growth, OD600 absorbance, 18 h; inhibition, % at 11.9 µM;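 active = inhibition above the campaign's mean inhibition across all tested compounds plus 3 SD, cut at about 9.9% in these data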;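 also: uninfected addAB+ strain grown without phage in ampicillin broth; 0% = DMSO wells and 100% = ciprofloxacin 0.95 µg/ml wells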
phage Ecoli inh – E. coli growth loss with phage present. growth absorbance. AID 651602. 0.26% of 360,000 active. inhibition, % at 11.9 µM; in the data active = inhibition above about 11%
OPRM1-OPRD1 ag – agonists of human mu-delta opioid receptor heterodimerization; P35372+P41143; cells, OPRM1-OPRD1 heterodimerization, luminescence; activation, % at 9.3 µM; 0.3% of 340,000 active; AID 504326; in the data active = activation above about 18%;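 also: 0% = vehicle-treated cells and 100% = reference agonist; values of inactives mirror those of a sister screen read the other way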
* hit, by the source's call; / = not tested or not shown. Compounds were not picked by outcome; any-hit rate near 2.2%.

SMILES	OPRM1-OPRD1 inv	PKA-R2B activ	PKA-R1A act	PfHsp90 set2	Tat export inh	AddAB inh	SUMO Mot1 rescue	HTR5A inv ag	Ecoli viability	phage Ecoli inh	OPRM1-OPRD1 ag
COc1cccc(C(c2nnnn2CS(=O)(=O)c2ccc(C)cc2)N2CCN(C)CC2)c1OC (stereo unspecified)	3	-4	4	-19	25	0.2	/	-2	-0.9	2.4	-0.5
Clc1cccc(-c2nnc(-c3ccccc3)o2)c1	11	-1	3	0	10	3.2	0	10	0.3	-1.0	-2.0
O=C(NCCCN1CCOCC1)c1ccc(S(=O)(=O)Nc2cccc(C(F)(F)F)c2)cc1	-6	-18	9	/	-1	1.4	-26	4	-3.5	0.2	0.9
Cc1nc2c(=O)[nH]c(=S)n(C)c2nc1C	17	-2	-15	10	-5	-0.4	-14	10	-1.4	4.7	-3.2
CC(C)c1ccc(NC(=O)CSc2nnc(CN3CCOCC3)n2C)cc1	18	10	0	-14	5	0.5	-14	0	-4.1	0.1	-3.4
COc1ccc(Cc2nnc3sc(SCC(=O)Nc4ccccc4)nn3c2=O)cc1OC	7	-3	10	/	-5	-1.9	-7	-23	-0.7	0.2	-1.0
O=C(Nc1cccc(Br)c1)c1ccn[nH]1	9	-4	-7	4	-7	4.2	6	2	1.3	3.9	-1.7
COc1ccc(S(=O)(=O)N2CCCCC2)cc1NC(=O)CCc1cc(OC)c(OC)c(OC)c1	6	10	1	12	5	/	/	2	/	1.8	-1.6
CCOC(=O)[C@H]1[C@H]2COc3ccc(OC)cc3[C@@H]2N2C(=O)c3cc(C)ccc3NC(=O)[C@@]12C	6	9	3	5	0	6.3	-3	-2	1.2	0.3	-0.9
O=C(CSc1ccc(-c2ccc(F)cc2)nn1)N1CCN(c2ccccc2)CC1	13	0	0	8	-14	1.0	-4	-5	0.3	-0.7	-2.5
COC(=O)c1ccc(OCC(=O)c2ccc(O)cc2O)cc1	2	-1	-3	7	9	1.0	19	9	3.9	2.2	-0.4
CCN(CC)C(=O)c1sc(NC(=O)c2ccncc2)c(C(=O)OC)c1C	12	-8	-2	-8	3	3.2	-6	-7	2.5	3.6	-2.0
Cc1ccc(S(=O)(=O)N2CCCC2C(=O)Nc2nc3ccccc3s2)cc1 (stereo unspecified)	-7	-3	-2	26	3	-1.2	/	3	-2.2	/	1.2
CCOC(=O)N1CCN(C(=O)c2ccc3c(SCC(=O)O)c4c(nc3c2)CCC4)CC1	8	0	4	-37	-1	0.2	2	-24	1.1	1.4	-1.3
C[C@H](NC(=O)[C@@H]1Cc2ccccc2CN1C(=O)OC(C)(C)C)C(=O)NC1CCCCC1	16	3	-9	4	-1	-2.3	-4	-22	-0.2	1.0	-3.2
Cc1cc(C(=O)Nc2cnn(Cc3ccc(Cl)cc3Cl)c2)no1	12	-2	2	-35	-2	1.7	44	5	2.3	2.2	-2.2
COc1ccc(C2CC(c3ccccc3)=NN2C(=O)COC(=O)c2cccc(S(=O)(=O)N(C)C)c2)cc1 (stereo unspecified)	16	-18	-12	-20	0	-1.2	-17	-17	-2.0	1.7	-3.3
CCOc1cc(N2CCOCC2)c(OCC)cc1NC(=O)c1ccc(OC)cc1	-5	1	-8	-12	-5	-0.5	286	-4	0.4	1.9	1.1
CC(=O)N[C@@H](Cc1c[nH]c2ccccc12)C(=O)OCC(=O)Nc1ccc(S(=O)(=O)N(C)C)cc1	-13	1	6	11	-6	4.0	-3	13	0.7	0.8	2.7
O=C(CC1S/C(=N/N=C/c2cccnc2)NC1=O)Nc1ccccc1 (stereo unspecified)	-3	10	-2	-14	-4	-1.7	-18	0	-1.8	-0.3	0.5
COc1cc(/C=N/NC(=O)C2COc3ccccc3O2)ccc1O (stereo unspecified)	9	-1	-8	21	8	-0.2	20	11	-0.7	-1.6	-1.7
CC(=O)NCCc1nc2ccccc2n1CCOc1cccc(C)c1	3	-1	-2	-23	-5	-1.8	0	-16	-2.5	0.7	-0.5
CN1C(=O)C(=O)N(CC(=O)Nc2ccccc2OC(F)F)C1=O	15	-7	-1	17	2	0.9	-31	7	-3.3	0.9	-3.7
O=C1C2CC=CCC2C(=O)N1c1n[nH]c(CCc2ccccc2)n1 (stereo unspecified)	13	1	-9	14	4	1.0	20	-8	-0.7	0.7	-2.4
O=S(=O)(c1ccccc1)n1ccc(-c2cnc(-c3ccccc3)s2)n1	-22	-4	0	71	-2	-1.1	-9	-10	-0.6	1.9	3.6

Molecules listed so far with a Cl atom (two):
SMILES	OPRM1-OPRD1 inv	PKA-R2B activ	PKA-R1A act	PfHsp90 set2	Tat export inh	AddAB inh	SUMO Mot1 rescue	HTR5A inv ag	Ecoli viability	phage Ecoli inh	OPRM1-OPRD1 ag
Clc1cccc(-c2nnc(-c3ccccc3)o2)c1	11	-1	3	0	10	3.2	0	10	0.3	-1.0	-2.0
Cc1cc(C(=O)Nc2cnn(Cc3ccc(Cl)cc3Cl)c2)no1	12	-2	2	-35	-2	1.7	44	5	2.3	2.2	-2.2

Next compounds follow.
SMILES	OPRM1-OPRD1 inv	PKA-R2B activ	PKA-R1A act	PfHsp90 set2	Tat export inh	AddAB inh	SUMO Mot1 rescue	HTR5A inv ag	Ecoli viability	phage Ecoli inh	OPRM1-OPRD1 ag
COc1cccc(NC(=O)CCP(C)(=O)O)c1	9	-3	11	13	-7	1.4	27	4	1.4	0.6	-2.1
O=C(NC1CCCCC1)C(=O)c1c(-c2ccccc2)[nH]c2ccccc12	12	-6	1	4	4	-0.2	0	27	0.3	1.8	-2.1
CCS(=O)(=O)c1nc(S(=O)(=O)c2ccc(C)cc2)c(N2CC(C)OC(C)C2)s1 (stereo unspecified)	13	-6	6	22	2	1.5	315	15	0.2	1.6	-2.5
COc1c2ccccc2nc2ccccc12	-17	-4	-11	22	-9	9.3	-7	-10	7.8	6.0	3.5
CC(C)C(NC(=O)c1ccccc1NC(=O)c1ccco1)C(=O)O (stereo unspecified)	8	-3	-1	-9	3	-0.5	-21	-8	0.7	-1.6	-1.4
CN(C1CCCCC1)S(=O)(=O)c1ccc2c(c1)CCC(=O)N2	8	1	-11	-3	-2	/	/	5	/	3.3	-1.6
CCN(CC)CCCNC(=O)c1cn(CC)c2ccc(S(=O)(=O)N(C)C3CCCCC3)cc2c1=O	24	2	9	-5	6	-1.1	0	8	-3.5	0.3	-4.6
CSc1ccccc1OCc1cc(C(=O)N2C[C@H]3CC[C@H]2C3)no1	9	-3	3	-38	3	1.3	1	-9	0.3	3.2	-1.7
Cc1ccc(C2=Nc3c(ccc4ccccc34)C(c3ccncc3)=NN2)cc1	-19	-3	10	/	-1	/	/	-12	/	3.3	2.6
CSc1nc2ccc(NC(=O)c3cccs3)cc2s1	-20	-7	-1	/	4	1.5	57	4	4.3	4.0	3.8
O=C(c1ccc(Cl)cc1)C1CCCN(C(=O)/C=C/c2ccccn2)C1 (stereo unspecified)	19	-5	-13	4	-5	0.3	-8	3	-1.0	-4.1	-4.0
Cc1ccc(NS(=O)(=O)c2ccc(NC(=O)C(C)Sc3ccc(Cl)cc3)cc2)c(C)c1 (stereo unspecified)	-31	-6	-15	-16	0	-0.7	8	-9	-2.1	2.7	6.6
O=C(Nc1ccc(N2CCCC2)cc1)c1cc(Cl)ccc1Cl	13	1	6	-3	3	0.5	-9	6	-1.0	1.4	-2.6
CCOCCn1c(C(C)O)nc2ccccc21 (stereo unspecified)	-6	2	-4	-13	-11	-2.9	-11	-6	-1.1	2.4	1.1
CCCOc1ccc(Cc2c(Cl)nc(SC)nc2NC)cc1	-45	-2	4	-1	-9	4.8	24	-9	5.8	5.7	6.2
Cc1ccc(C(C(=O)NCC2CCCO2)N(C(=O)c2snc(C(N)=O)c2N)c2ccc(C(C)C)cc2)o1 (stereo unspecified)	-12	-3	-9	-25	18	-0.5	-24	-5	-0.1	-1.3	1.4
Cc1nc(-c2cccc(S(=O)(=O)N3CCCCCC3)c2)cs1	8	2	-1	-8	2	2.4	-7	-33	3.2	3.3	-1.4
Cc1ccc(NC2(C#N)CCCC2)cc1	2	-3	-3	10	0	/	/	-10	/	1.3	-0.4
Cn1ncc(Br)c1NC(=O)c1ccco1	4	1	-8	-17	-1	-0.3	-5	5	1.7	/	-1.0
Cc1cc(Cc2cc(C)c(N)cc2C)c(C)cc1N	9	-9	-7	/	-4	-0.5	35	1	-1.1	3.5	-1.8
CC1CCC/C(=C\c2ccc(O)cc2)C1=O (stereo unspecified)	14	-10	6	8	1	-0.9	18	14	-1.3	3.8	-2.6
CC(=O)OCC1OC(n2ccc3ccccc32)C(OC(C)=O)C(OC(C)=O)C1OC(C)=O (stereo unspecified)	-1	-3	-12	-3	0	2.5	-3	-2	0.2	0.0	0.1
c1ccc(Nc2ccc3c4c(cccc24)CC3)cc1	-20	6	-4	-5	-6	0.8	18	11	0.9	2.2	3.9
Cn1c(=O)c2[nH]c(NN=Cc3cccc(Br)c3)nc2n(C)c1=O	-4	3	-9	/	1	/	/	5	/	5.4	0.9
CCN1C[C@@H]2[C@@H]3C(=O)N(C)C(=O)[C@@H]3[C@](Cc3ccccc3)(C1=O)N2C(=O)c1ccc(C)cc1	-30	-5	-6	10	0	/	/	-15	/	5.5	5.2

More records.
SMILES	OPRM1-OPRD1 inv	PKA-R2B activ	PKA-R1A act	PfHsp90 set2	Tat export inh	AddAB inh	SUMO Mot1 rescue	HTR5A inv ag	Ecoli viability	phage Ecoli inh	OPRM1-OPRD1 ag
CC(=O)c1ccc(OC(C)c2nc3ccccc3s2)cc1 (stereo unspecified)	0	2	1	-2	18	0.3	30	3	-0.1	1.8	0.0
Cc1cc(C)n(C(=O)CCC2COc3ccccc3O2)n1 (stereo unspecified)	-3	-6	-6	2	-2	4.3	3	3	0.8	2.1	0.7
O=C(N/N=C/c1cccc(Oc2ccccc2)c1)c1ccc(O)cc1O	6	-3	-12	31	6	/	7	5	/	0.1	-1.8
CCC(=O)NC(=S)Nc1ccc(-c2nc3ccc(C)cc3s2)cc1	3	-4	-2	-27	-7	1.4	1	1	1.3	-0.6	-0.6
CCCCN(C)CCCNC(=O)CN1N=C(c2ccc(Cl)cc2)CCC1=O	2	-3	3	-16	-10	2.4	266	4	0.0	0.8	-0.5
Brc1ccc(-c2noc(-c3ccccn3)n2)o1	7	-6	1	7	-4	1.0	-6	7	0.2	3.7	-1.1
Cc1ccc2ccc3cccnc3c2n1	18	0	-13	10	9	-1.5	4	18	-3.4	-1.3	-3.8
CCC(=O)NC(Nc1nc2ccc(C)cc2s1)(C(=O)OC)C(F)(F)F (stereo unspecified)	2	1	13	9	-5	0.9	162	-24	-1.9	3.2	-0.4
NNC(=S)Nc1ccc(C(F)(F)F)cc1Cl	-3	-6	-1	8	-6	1.1	8	19	1.5	2.1	0.6
O=c1cc(N2CCc3ccccc3C2)[nH]c(=O)n1C1CCCCC1	10	1	-10	9	23	1.8	-2	-36	1.1	2.8	-1.7
O=C(NC1CCCCC1)C1CCN(S(=O)(=O)N2CCCCCC2)CC1	-11	-14	3	5	-12	2.3	2	21	2.2	2.5	2.1
O=C(COc1ccccc1C(=O)NCC1CCCO1)Nc1ccc(Cl)cc1Cl (stereo unspecified)	1	7	7	-3	-9	0.3	-15	-22	0.3	2.0	-0.2
